PTHR1 ag: qHTS for PTHR1 Agonists: Primary Screen; Potency, µM (doses to about 115 µM), without a hit: top-dose activation, usual class: activators; Parathyroid hormone/parathyroid hormone-related peptide receptor (Homo sapiens), Q03431; HEK293 GP2 PTHR1 cells, GloSensor cAMP luminescence, 1 h; 0.075% of 410,000 active; also: nearly all actives have a fitted effect of over 55% in size; some results filed as inactive show a strong effect at the top dose; inactives centre near -15; many of its hits are not listed in these tables
Target sequence (Q03431 whole entry, looked up): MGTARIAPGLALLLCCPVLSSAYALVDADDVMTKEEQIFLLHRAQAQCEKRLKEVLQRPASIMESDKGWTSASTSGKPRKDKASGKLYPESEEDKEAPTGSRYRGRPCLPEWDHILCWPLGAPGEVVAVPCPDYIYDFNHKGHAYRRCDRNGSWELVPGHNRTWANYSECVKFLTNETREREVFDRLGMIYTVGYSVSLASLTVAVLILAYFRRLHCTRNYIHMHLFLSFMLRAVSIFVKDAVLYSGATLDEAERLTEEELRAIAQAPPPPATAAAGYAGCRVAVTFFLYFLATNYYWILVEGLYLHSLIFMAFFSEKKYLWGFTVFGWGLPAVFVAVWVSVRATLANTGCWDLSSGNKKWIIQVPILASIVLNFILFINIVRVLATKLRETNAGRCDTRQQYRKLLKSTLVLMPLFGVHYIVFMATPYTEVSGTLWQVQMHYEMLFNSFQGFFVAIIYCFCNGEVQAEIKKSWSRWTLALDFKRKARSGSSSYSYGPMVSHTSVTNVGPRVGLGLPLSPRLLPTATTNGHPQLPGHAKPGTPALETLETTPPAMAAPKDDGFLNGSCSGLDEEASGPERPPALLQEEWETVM
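HEK-293-derived GP2 cells expressing PTHR1 and a GloSensor cAMP reporter, 3,000/well, plated overnight, given luciferin plus IBMX (each 0.5 mM as added) for 1 h at 37 °C, then compound for 1 h at 37 °C. Luminescence was read after 15 min at room temperature.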
aSyn rescue: qHTS of alpha-syn Inhibitors; Potency, µM (highest dose often 46.1 µM), without a hit: at the top dose growth rescue (activation), hits mostly activators; AID 652106, 2013; 0.14% of 370,000 active; Yeast expressing alpha-synuclein, growth rescue, BacTiter-Glo, 24 h; also: % of control where 0% means no effect; nearly all actives have a fitted effect of over 65% in size
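Readout is rescue of growth in alpha-synuclein-expressing yeast, so inhibitors of toxicity appear as activators. Growth after 24 hr at 30 deg C in galactose medium is quantified by luminescence.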
EPAC1 ag: qHTS for Agonist of cAMP-regulated guanine nucleotide exchange factor 3 (EPAC1): primary screen | 0.073% of 360,000 active | Rap guanine nucleotide exchange factor 3 (Homo sapiens), O95398 | Potency, µM (highest dose often 154 µM), for the others: top-dose activation, most hits filed as activators | EPAC1 agonist qHTS, biochemical assay; response scale: 100% = response to 6.5 mM cAMP; also: nearly all actives have a fitted effect of over 60% in size
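Read-out is the fluorescence drop as BODIPY-GDP leaves Rap1B (480 nm excitation, 540 nm emission), recorded every 5 minutes over 30 minutes. Reactions held 100 nM EPAC1, 250 nM Rap1B–BODIPY-GDP and 50 uM GDP, with 6.5 mM cAMP setting full activation.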
TDP43 rescue: qHTS of TDP-43 Inhibitors; 1.8% of 410,000 active; TDP-43 expressing yeast growth rescue, BacTiter-Glo, 24 h; Potency, µM (highest dose often 46.1 µM), for the others: top-dose growth rescue (activation), actives largely listed as activators; also: % of control where 0% means no effect; nearly all actives have a fitted effect of over 50% in size
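Cell-based yeast growth screen: TDP-43 expression induced in galactose, inoculum OD600=0.02 after raffinose pregrowth to mid-log. Read-out BacTiter-Glo luminescence at 24 hr, 30 deg C; inhibition of toxicity seen as signal increase.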
EPAC1 antagonist: qHTS for Antagonist of cAMP-regulated guanine nucleotide exchange factor 3 (EPAC1): primary screen | EPAC1 GEF assay, Rap1b-BODIPY-GDP exchange fluorescence | Potency, µM (doses to about 115 µM), for the others: at the highest dose activity change, negative = inhibition, most hits filed as inhibitors | AID 720709, 2013 | 0.14% of 360,000 active | Rap guanine nucleotide exchange factor 3 (Homo sapiens), O95398;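 also: plate controls were vehicle for no effect and positive control for full effect; nearly all actives have a fitted effect of over 50% in size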
EPAC2 agonist: qHTS for Agonist of cAMP-regulated guanine nucleotide exchange factor 4 (EPAC2): primary screen. Rap guanine nucleotide exchange factor 4 (Homo sapiens), Q8WZA2. EPAC2 activation, biochemical qHTS; response scale: 100% = 6.5 mM cAMP response. Potency, µM (top dose mostly 154 µM), for the others: at the highest dose activation, usual class: activators. 0.079% of 360,000 active. AID 720711, 2013; also: nearly all actives have a fitted effect of over 50% in size
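EPAC2 (100 nM) mixed with Rap1B loaded with BODIPY-GDP (250 nM) plus 50 uM unlabeled GDP; compounds pinned in, 5 min RT, then read every 5 min for 30 min (ex 480, em 540 nm). Normalized to cAMP control.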
FUS yeast rescue: qHTS for Suppressors of FUS Proteinopathy: Primary screen using FUS-linked yeast assay. S. cerevisiae FUS-expressing, growth rescue, OD600, 24 h. Potency, µM (series often up to 76.6 µM), for inactives: at the highest dose growth rescue (activation), usual class: activators. 0.24% of 390,000 active. AID 1347120, 2019;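 also: plate controls were DMSO vehicle for no effect and reference control for full effect; nearly all actives have a fitted effect of over 55% in size; some results filed as inactive show a strong effect at the top dose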
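FUS-expressing yeast, raffinose-pregrown, induced in 2% galactose minimal medium at OD 0.005; compounds in a dilution series, 24hr at 30C. Growth restoration read as absorbance at 600 nm. CP55940 positive control, DMSO negative.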
EPAC2 antagonist: qHTS for Antagonist of cAMP-regulated guanine nucleotide exchange factor 2 (EPAC2): primary screen. Potency, µM (highest dose often 114 µM), without a hit: top-dose activity, negative = inhibition, most hits filed as inhibitors. EPAC2 GEF exchange of Rap1B-BODIPY-GDP, fluorescence. Rap guanine nucleotide exchange factor 4 (Homo sapiens), Q8WZA2. AID 720708, 2013. 0.18% of 360,000 active; also: % is scaled to controls: 0 for no effect and ±100 for the full control effect; nearly all actives have a fitted effect of over 45% in size; many of its hits are not listed in these tables
An asterisk follows results filed as active; i = inactive; ? = inconclusive; . = no result given; [ ] = dose if it differs, or a comment. Calls follow the shape of the dose curve; as a rule, active = well fitted curve in the direction sought with a large enough effect; inconclusive = small, poorly fitted or top-dose-only effect, or another doubt; inactive = no such curve, though single readings can be large; an effect the other way counts as inactive or inconclusive. Potency is read from the fitted curve at half-maximal effect.

SMILES	PTHR1 ag	aSyn rescue	EPAC1 ag	TDP43 rescue	EPAC1 antagonist	EPAC2 agonist	FUS yeast rescue	EPAC2 antagonist
Cc1cccc(C)c1NC(=O)CN1CCN(c2ccc(F)cc2)CC1	-14%	1%	-21%	6%	31%[activator]	2%	-26%	-2%
Cc1cc(=O)c(C(=O)O)c(C)n1-c1ccccc1	i	4%	-1%	-12%	-18%	5%	-10%	-21%
Cc1ccc(CSCC(=O)N(C)CC(=O)Nc2ccc(Br)cc2C)cc1	-59%	11%	-5%	16%	-4%	-2%	14%	2%
CNC(=O)c1ccccc1NC(=O)c1ccc(C)c(S(=O)(=O)N2CCCCC2)c1	-17%	0%	9%	6%	2%	3%	4%	-10%
Cc1nn(-c2ccccc2)c(C)c1C(=O)OCC(=O)Nc1cccc(S(N)(=O)=O)c1	-28%	-4%	5%	1%	-19%	10%	8%	-1%
COc1cc(-c2cc3nc(NCc4cccs4)ccn3n2)cc(OC)c1OC	-11%	-22%	-13%	35µM*	-21%	17%	29%	-16%
c1ccc(-c2nccc(-c3ccc(-n4cnc5ccccc54)cc3)n2)nc1	i	-7%	-10%	-5%	4%	5%	39%	10%
CN(Cc1ccccc1)C(=O)CN1CCN(S(=O)(=O)c2ccc(Cl)c(Cl)c2)CC1	-54%[inhibitor]	1%	11%	?	-2%	11%	14%	-28%
CCc1ccccc1NCC(=O)Nc1ccccc1C(=O)OC	-17%	26%	9%	?	-8%	11%	.	-16%
COc1ccccc1N1CCN(CC(=O)Nc2cc(C)nn2-c2nc(C)cc(C)n2)CC1	i	-6%	-24%	-4%	-13%	7%	-28%	-2%
COC(=O)c1ccccc1NS(=O)(=O)c1ccc2c(c1)oc(=O)n2C	-4%	-5%	9%	1%	-9%	16%	14%	-14%
C=CCN1C(=O)C(CC(=O)NCC)SC1=Nc1ccccc1OC (stereo not drawn)	-35%[inhibitor]	5%	20%	20%	17%	1%	-8%	-2%
COC(=O)C1=C(C)NC=C([N+](=O)[O-])C1c1ccc(OC)cc1 (stereo not drawn)	i	0%	-5%	-13%[0.397 µM]	-2%	-1%	-6%	?
COc1ccc(OC)c(CN2C(=O)CN(S(C)(=O)=O)CC2(C)C(=O)NC(C)C)c1 (stereo not drawn)	-1%	-3%	-9%	-14%	5%	-2%	-9%	4%
O=C(Cn1c(=O)n(-c2ccccc2)c(=O)c2ccc(C(=O)NCc3ccc4c(c3)OCO4)cc21)Nc1ccc(Br)cc1	-25%	0%	.	9%	.	.	-6%	.
FC(F)(F)c1cc(CO[C@@H]2CCCN[C@@H]2c2ccccc2)cc(C(F)(F)F)c1	-16%	4%	-17%	0%	-12%	-4%	-18%	3%
O=[N+]([O-])c1cccc(/C=N/Nc2nc(NCc3ccccc3)nc(N3CCOCC3)n2)c1	i	-3%	-16%	25%	3%	-10%	.	8%
Cc1ccc(N(Cc2cc3ccc(C)cc3[nH]c2=O)C(=O)c2cccs2)cc1	-46%[inhibitor]	11%	-2%	-1%	16%	-8%	-12%	16%
Nn1c(SCC(=O)Nc2ccc(N3CCOCC3)cc2)nnc1-c1ccccc1F	-24%	1%	13%	7%	-10%	-3%	.	-3%
Cc1[nH]c2ccccc2c1C(Nc1nccs1)c1ccncc1 (stereo not drawn)	i	-7%	-4%	5%	-19%	12%	1%	1%
O=C(N1CCOCC1)C(F)(F)C(F)(F)C(F)(F)C(F)(F)C(=O)N1CCOCC1	i	1%	0%	7%	8%	11%	-9%	7%
O=C1CC(C(=O)N2CCOCC2)C2(CCCC2)O1 (stereo not drawn)	i	12%	0%	7%	-21%	6%	-18%	-1%
CCS(=O)(=O)C(=C1Nc2ccccc2N1)S(=O)(=O)CC	i	0%	17%	19%	3%	13%	-7%	1%
CCOc1ccccc1OCCCC(=O)N1CCN(S(=O)(=O)c2ccc(Cl)cc2)CC1	-22%	1%	0%	14%	-5%	5%	43%	-8%
CC(C)=CCN1CCN(CCC2=C(C)CCCC2(C)C)CC1CCO (stereo not drawn)	-33%	1%	18%	10%	6%	1%	-15%	14%
O=C(NCC(c1cccs1)N1CCOCC1)c1cc(=O)[nH]c2ccccc12 (stereo not drawn)	i	1%	1%	-1%	-7%	8%	-6%	-2%
CCc1nnc(NC(=O)c2cc(-c3ccccn3)nc3ccc(Br)cc23)s1	-19%	-8%	?	4%	-8%	-3%	13%	-5%
O=c1c2ccccc2ncn1CCCSc1ccc(Cl)cc1	-1%	2%	8%	?	2%	19%	36%	2%
CCCC(=O)NCc1ccc2c(c1)cc(C)n2C	-15%	1%	-4%	3%	-1%	1%	39%	5%
O=C(Nc1ccccc1C(=O)N/N=C/c1ccco1)c1ccc(Cl)cc1	i	-19%	10%	-37%[inhibitor]	-17%	17%	-5%	-11%[57.1 µM]
Nc1nc(N)c2ncn(C3C=CC(CO)C3)c2n1 (stereo not drawn)	-5%	-1%	13%	15%	-1%	8%	-20%	9%
CCSc1nnc(NC(=O)CSc2nnc(C)c(=O)n2N)s1	i	4%	-4%	0%	8%	0%	6%	3%
COc1cccc(-c2cccc(NC(=O)C3CCN(CCCn4cccn4)CC3)c2)c1	0%	-2%	3%	3%	8%	-1%	-21%	-10%
C=CCN(CC=C)C(=O)C1CC(=O)N(c2ccc(Br)cc2)C1 (stereo not drawn)	-14%	10%	12%	21%	13%	1%	-9%	3%
C=CCNC(=O)NC(=O)COC(=O)[C@H](C)NS(=O)(=O)c1c(C)c(C)cc(C)c1C	i	0%	1%	8%	3%	-2%	2%	-5%
CCOCCCNC(=O)CN1CCN(Cc2ccc(Cl)cc2)C1=O	-18%	1%	-6%	21%	1%	-4%	8%	11%
Cc1[nH]c2ccccc2c1/C=N\NC(=O)c1ccccc1Cl	i	2%	-2%	29%	6%	-12%	9%	-14%
COc1ccc(NC(=O)Cc2ccc(C)cc2)cc1S(=O)(=O)N1CCCCC1	-28%	9%	-2%	9%	4%	3%	17%	-12%
COCCN(C(=O)C1CC1)c1nnc(-c2cccc(C)c2)s1	-2%[57.5 µM]	-3%	9%	3%	-17%	9%	30%	-2%
COc1ccc(CNc2nc3c(c(=O)n(Cc4ccc(Cl)cc4)c(=O)n3C)n2C)cc1	-21%[57.5 µM]	12%	22%	9%	5%	17%	13%	-3%
COc1ccc(CNCCCC(=O)Nc2c(Cl)ccc(C)c2Cl)cc1OC	32%	-6%	15%	-27%	15%	12%	23%	2%
Cc1cccc(N2CCN(CC(=O)NCc3ccccc3)CC2)c1C	i	-4%	4%	-12%	2%	7%	-9%	-8%
COc1cc(OC)c(-c2nc3cnccc3n2C)cc1OC	-21%[57.5 µM]	-5%	0%	-7%	-4%	4%	10%	-3%
CCC(=O)NC1=C(Cl)C(=O)C(NC(=O)CC)=C(Cl)C1=O	-56%[inhibitor]	16%	1%	-1%	?	1%	-33%	18%
CC1CCCC(NC(=O)CCNC(=O)c2ccc(Cl)cc2)C1C (stereo not drawn)	-15%	-5%	-5%	-13%	9%	-3%	4%	-1%
Cc1nn(CC(=O)Nc2ccc3c(c2)oc2ccccc23)c(=O)c2ccccc12	i	-1%	0%	23%	?	7%	4%	2%
CCN1C(=O)[C@H]2[C@@H](c3ccc(C)cc3)N[C@]3(CCCN(CC4CCCCC4)C3=O)[C@H]2C1=O	-26%	-1%	-14%	0%	-4%	1%	22%	9%
Cc1cc(OCC(=O)Nc2cccc(S(=O)(=O)N3CCCC3)c2)ccc1Cl	-92%[inhibitor]	3%	12%	-5%	?	12%	25%	-12%
COC(=O)Cc1ccc(OC2(C)CCN(Cc3ccc4c(c3)OCCO4)C2)cc1 (stereo not drawn)	i	2%	2%	10%	-8%	-2%	-9%	4%

A portion of the library (hit frequency here may not be typical).
